Pemphigus Ab inh – human desmoglein-3 autoantibody binding inhibition; binding (percent of control), % at 10 µM; hit rate 0.48% among 310,000; AID 588358; DSG3-coupled beads, scFv-anti-DSG3-GFP binding, flow cytometry; hits give low values;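 active = binding more than 3 SD below its plate's average and above zero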;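 note: hits lower antibody fragment binding to DSG3; some compounds called inactive have numbers as strong as hits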
HTR5A ag – HTR5A agonism, opioid heterodimer counter-screen | P47898 | HTR5A agonist assay, luminescence, cell-based | activation, % at 9.3 µM | hit rate 0.61% among 340,000 | AID 504692; in the data active = activation mostly above about 9.5%, no sharp cut-off; inactive = mostly below about 7.6%;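 note: 0% = cells with vehicle only and 100% = reference agonist; strong numbers were not always called active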
Target sequence (P47898 whole entry, looked up): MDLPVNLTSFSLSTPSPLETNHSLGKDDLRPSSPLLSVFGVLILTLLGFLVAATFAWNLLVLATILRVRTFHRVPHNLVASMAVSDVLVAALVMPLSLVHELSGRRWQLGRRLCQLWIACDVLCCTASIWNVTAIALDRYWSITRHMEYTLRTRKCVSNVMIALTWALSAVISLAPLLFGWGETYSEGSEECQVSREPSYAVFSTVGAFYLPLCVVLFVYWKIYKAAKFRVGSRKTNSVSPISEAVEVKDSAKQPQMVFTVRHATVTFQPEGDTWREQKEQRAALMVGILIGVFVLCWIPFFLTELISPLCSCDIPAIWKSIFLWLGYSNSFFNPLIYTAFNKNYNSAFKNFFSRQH
OPRM1-OPRD1 ag – agonists of human mu-delta opioid receptor heterodimerization; P35372+P41143; hit rate 0.3% among 340,000; cells, OPRM1-OPRD1 heterodimerization, luminescence; activation, % at 9.3 µM; in the data active = activation above about 18%;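 note: 0% = vehicle-treated cells and 100% = reference agonist; values of inactives mirror those of a sister screen read the other way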
PKA-R2B act – activators of human PKA-R2B complex | hit rate 0.079% among 340,000 | AID 504700 | PKA-R2B holoenzyme dissociation, Cy5-IP20 fluorescence polarization; R2B truncated from residue 108, S112A mutant; 0% DMSO only, 100% 113 µM cGMP | P22694+P31323 | activation, % at 11.4 µM;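 active = activation above a cutoff set at the mean over all compounds plus 3 SD, cut at about 18% in these data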;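 note: higher means more holoenzyme dissociation and a rise in polarization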
Target sequence (P31323 whole entry, looked up, other chains not shown, the tested form may be a part): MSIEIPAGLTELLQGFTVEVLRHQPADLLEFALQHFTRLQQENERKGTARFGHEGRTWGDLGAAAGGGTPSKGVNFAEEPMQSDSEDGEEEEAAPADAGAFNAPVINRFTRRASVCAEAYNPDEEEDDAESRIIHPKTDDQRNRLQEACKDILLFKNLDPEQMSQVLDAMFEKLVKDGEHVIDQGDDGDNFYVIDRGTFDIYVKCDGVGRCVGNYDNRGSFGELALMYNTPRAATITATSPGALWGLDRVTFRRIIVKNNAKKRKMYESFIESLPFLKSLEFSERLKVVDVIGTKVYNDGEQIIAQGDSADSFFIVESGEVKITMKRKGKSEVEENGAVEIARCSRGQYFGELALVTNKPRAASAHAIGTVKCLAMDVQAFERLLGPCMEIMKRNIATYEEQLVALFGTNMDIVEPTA
OPRM1-OPRD1 inv – mu-delta opioid heterodimer inverse agonism | P35372+P41143 | cell-based MOR-DOR heterodimer luminescence | inhibition, % at 9.3 µM | hit rate 0.21% among 340,000 | AID 504357; in the data active = inhibition above about 22%, passing the limit was not always enough;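 note: 0% = cells with DMSO and 100% = wells without cells with DMSO; values of inactives mirror those of a sister screen read the other way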
HTR5A inv ctr – inverse agonist of human HTR5A in OPRM1-OPRD1 counter-screen; P47898; HTR5A cell line, luminescence, inverse agonism; inhibition, % at 9.3 µM; hit rate 0.083% among 340,000; AID 504634; in the data active = inhibition mostly above about 23%, no sharp cut-off; inactive = mostly below about 18%;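 note: 0% = cells with DMSO and 100% = no-cell wells with DMSO; some compounds called inactive have numbers as strong as hits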
V-ATPase pHluor – alters yeast V-ATPase proton transport; hit rate 0.37% among 350,000; S. cerevisiae, pHLuorin cytosolic pH fluorescence; response, % at 10 µM; in the data active = response mostly above about 7.3%, no sharp cut-off; inactive = mostly below about 5.4%; note: actives read high; inactives centre near 0; some compounds called inactive have numbers as strong as hits; reference of the scale not given here
Arr AP2 block – blocks beta-arrestin peptide binding to AP2 adaptin; hit rate 0.31% among 340,000; inhibition, % at 10 µM; AID 504490; FITC-arrestin peptide / GST-AP2 beads, flow cytometry; AP2 beta2 appendage carries R879A mutation;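 active = inhibition above a set limit, near 3 SD of compounds lacking own fluorescence, cut at about 54% in these data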;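 note: plate controls were DMSO wells for no effect and 5 µM unlabelled arrestin peptide for full effect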
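system = GST-tagged AP2 beta2-adaptin appendage (R879A) on 4 µm glutathione beads | reagent = FITC-labelled arrestin peptide probe, 50 nM final | schedule = compound with beads 12 min RT, then probe 1 h RT | signal = HyperCyt-sampled flow cytometry, FL1 channel, ex 488/em 535 nm | read-out = percent response from loss of bead-bound FITC fluorescence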
DAGLB inh – blocks human DAGLB lipase activity; HEK293T DAGLB membrane lysate, EnzChek fluorogenic substrate; Q8NCG7; hit rate 0.059% among 340,000; inhibition, % at 5.17 µM; in the data active = inhibition above about 34%;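 note: 0% = enzyme with vehicle and 100% = wells lacking enzyme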
PKA-R1A activ – activates the PKA-R1A holoenzyme complex; P00514+P68181; PKA-R1A dissociation, Cy5-IP20 fluorescence polarization; scaled: DMSO 0%, 113 µM cGMP 100%; activation, % at 11.4 µM; hit rate 0.083% among 340,000;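 active = percent activation above the mean of all tested compounds plus 3 SD, cut at about 19% in these data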;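 note: higher means more PKAc released from R1A so a rise in polarization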
Starred values were filed as active, the others as inactive; x = no result given.

SMILES | Pemphigus Ab inh | HTR5A ag | OPRM1-OPRD1 ag | PKA-R2B act | OPRM1-OPRD1 inv | HTR5A inv ctr | V-ATPase pHluor | Arr AP2 block | DAGLB inh | PKA-R1A activ
COc1ccc(CNS(=O)(=O)c2cc3c4c(c2)C(C)C(=O)N4CCC3)cc1 (stereo unspecified) | x | -1 | 0.8 | 4 | -4 | 3 | 3 | 5 | 1 | 0
Cc1nnc(NC(=O)c2ccc(Br)o2)s1 | 103 | 6 | -1.3 | 3 | 6 | -22 | 1 | 3 | 0 | 1
COc1ccc(OC)c(C(=O)NC(CC(N)=O)c2ccc(NCc3ccc(F)c(F)c3)c([N+](=O)[O-])c2)c1 (stereo unspecified) | 101 | 0 | -1.2 | -2 | 7 | -32 | -2 | 4 | 5 | -10
COc1cc(C=C2C(=O)OC(C)(C)OC2=O)cc(Cl)c1OCC(=O)Nc1ccccc1 | 84 | 9 | 0.0 | -1 | 0 | -7 | -2 | 29 | -1 | -4
Cc1nc(-c2nc(-c3c(C(=O)NN)noc3C)cs2)cs1 | 98 | 2 | -3.1 | -15 | 15 | -5 | -2 | 6 | -3 | -3
O=C(Nc1cc(S(=O)(=O)N2CCOCC2)ccc1N1CCCC1)c1cc(F)c(F)cc1Cl | 105 | -2 | -1.1 | -3 | 6 | 5 | -3 | -3 | 2 | -2
COc1cccc(C(=O)N2CCn3c2nc2ccccc23)c1 | 94 | x | x | 0 | x | x | -1 | 32 | -1 | -1
CCn1c(-c2cc(-c3ccc(C)cc3)nc3ccccc23)n[nH]c1=S | 97 | 2 | 2.1 | -1 | -12 | -7 | 3 | -46 | 4 | 6
CN(C)c1cccc(C(=O)OCC(=O)NCc2ccco2)c1 | 100 | -2 | -1.6 | -7 | 10 | -20 | 0 | 5 | -7 | -7
CCN1/C(=N\N)c2cccc3cccc1c23 | 88 | 0 | -0.1 | 3 | 1 | 1 | 0 | 31 | 2 | -3
CSc1ccccc1OCc1cc(C(=O)NC(C)Cn2cncn2)no1 (stereo unspecified) | 113 | 1 | -2.4 | -2 | 14 | -4 | 2 | -9 | 1 | -5
Cc1cn(C2CC(O)C(CO)O2)c(=O)n(Cc2ccccc2)c1=O (stereo unspecified) | 94 | 0 | -1.1 | -13 | 6 | 0 | 3 | -12 | 1 | -9
CNCCCOc1ccc2c(c1)CCC2 | 102 | 0 | -1.7 | 4 | 8 | -12 | 1 | 4 | 0 | 2
CCCCc1c(O)nc(SCC(=O)c2ccccc2)n(-c2ccccc2OC)c1=O | 96 | 3 | -1.1 | 5 | 6 | -1 | -1 | 4 | -3 | -3
CCC(C)C1C(C#N)=C(N)OC2=C1C(=O)CC(C)(C)C2 (stereo unspecified) | 105 | -2 | -0.9 | -15 | 6 | 6 | 3 | 7 | 0 | -2
Cc1nnsc1-c1c(C(=O)N2CCOCC2)c(C)nn1-c1ccccc1 | x | -4 | -0.8 | 0 | 4 | 10 | -2 | -1 | -2 | -7
O=C(CSc1nnc(NC(=O)c2ccccc2[N+](=O)[O-])s1)NC1CCCC1 | x | 2 | -1.8 | 1 | 10 | -7 | -2 | 2 | -2 | 1
Cc1nc2ccccc2n1CCc1nc2c3ccccc3nc(=S)n2[nH]1 | 103 | -10 | -1.1 | 6 | 5 | 23 | -1 | -24 | 3 | 11
COc1cccc(CNS(=O)(=O)c2cc3c4c(c2)CCC(=O)N4CCC3)c1 | 96 | 4 | -2.7 | -16 | 13 | 12 | 3 | -7 | -1 | -3
CCn1nc(NC(=O)c2ccncc2)c2cc3cccc(C)c3nc21 | 93 | 5 | 2.2 | 7 | -13 | -12 | -6 | -8 | -5 | 2

An excerpt of these results, with two lines to a compound.
Below each compound: Pemphigus Ab inh	HTR5A ag	OPRM1-OPRD1 ag	PKA-R2B act	OPRM1-OPRD1 inv	HTR5A inv ctr	V-ATPase pHluor	Arr AP2 block	DAGLB inh	PKA-R1A activ
- CCn1c(-c2cc(-c3ccc(C)cc3)nc3ccccc23)n[nH]c1=S
→ 97	2	2.1	-1	-12	-7	3	-46	4	6
- CN(C)c1cccc(C(=O)OCC(=O)NCc2ccco2)c1
→ 100	-2	-1.6	-7	10	-20	0	5	-7	-7
- CCN1/C(=N\N)c2cccc3cccc1c23
→ 88	0	-0.1	3	1	1	0	31	2	-3
- CSc1ccccc1OCc1cc(C(=O)NC(C)Cn2cncn2)no1 (stereo unspecified)
→ 113	1	-2.4	-2	14	-4	2	-9	1	-5
- Cc1cn(C2CC(O)C(CO)O2)c(=O)n(Cc2ccccc2)c1=O (stereo unspecified)
→ 94	0	-1.1	-13	6	0	3	-12	1	-9
- CNCCCOc1ccc2c(c1)CCC2
→ 102	0	-1.7	4	8	-12	1	4	0	2
- CCCCc1c(O)nc(SCC(=O)c2ccccc2)n(-c2ccccc2OC)c1=O
→ 96	3	-1.1	5	6	-1	-1	4	-3	-3

(more compounds)
SMILES | Pemphigus Ab inh | HTR5A ag | OPRM1-OPRD1 ag | PKA-R2B act | OPRM1-OPRD1 inv | HTR5A inv ctr | V-ATPase pHluor | Arr AP2 block | DAGLB inh | PKA-R1A activ
O=C(Nc1ccc(F)cc1)c1ccccc1F | 103 | 4 | -3.1 | -4 | 18 | -5 | 1 | 0 | 0 | 0
O=c1nc(N2CCOCC2)nc(N/N=C/c2ccc3c(c2)OCO3)[nH]1 | 105 | -8 | -2.9 | -5 | 13 | 23 | -3 | -15 | -1 | -14
CC(C)Oc1ccc(CCc2nnc(SCC(=O)O)n2-c2ccccc2)cc1 | 101 | 0 | -0.3 | -5 | 2 | 1 | -1 | 2 | 0 | -3
COc1ccc(OC)c(S(=O)(=O)NNC(=S)Nc2ccc3c(c2)OCO3)c1 | 108 | 7 | -0.5 | -4 | 2 | -18 | 2 | 0 | -3 | -9
COc1cccc(N2CCN(S(=O)(=O)c3cccc4nsnc34)CC2)c1 | 84 | 1 | -2.6 | 6 | 13 | 11 | 3 | -4 | 0 | 4
COc1ccc(Cl)cc1NC(=O)CN(C)C(=O)c1cccc(-n2cnnn2)c1 | 105 | -3 | -2.7 | 2 | 11 | -21 | 2 | 4 | -4 | -6
COc1cccc(/C=N/NC(=O)CCC(=O)Nc2ccc(Br)cc2)c1 | 108 | 2 | -0.1 | -2 | 0 | -6 | 0 | -1 | 1 | 3
CC(NC(=O)c1cc(S(=O)(=O)N2CCOCC2)ccc1N1CCCC1)c1ccc(Cl)c(Cl)c1 (stereo unspecified) | 101 | -2 | -0.7 | -16 | 4 | 5 | 0 | -7 | 0 | -3
O=C(O)c1cc(N2C(=O)C3C4C=CC(C4)C3C2=O)ccc1NCc1cccnc1 (stereo unspecified) | 94 | 0 | -3.0 | -2 | 14 | -23 | 1 | 8 | 0 | 7
Cc1cc(C)c2c(N)c(C(=O)Nc3c(C)n(C)n(-c4ccccc4)c3=O)sc2n1 | 116 | 9 | 0.7 | 0 | -2 | -28 | -1 | 9 | -5 | 1
O=C1c2cccc3cc([N+](=O)[O-])cc(c23)C(=O)N1CCN1CCCC1 | 94 | 4 | 4.3 | 3 | -24 | -16 | 1 | -2 | -2 | -8
COc1ccc(CCN2C(=O)C3C4CC(C5C(C(N)=O)=NOC45)C3C2=O)cc1OC (stereo unspecified) | 100 | 7 | -0.9 | 5 | 4 | -12 | 15* | 10 | -3 | 2
Cc1ccc(OCC(O)Cn2c3ccccc3c3ccccc32)cc1 (stereo unspecified) | 120 | 7 | -1.6 | -9 | 7 | -20 | 0 | -10 | -7 | -8
O=C(CCCn1nnnc1CN1CCOCC1)N1CCC(c2ccc(F)cc2)C1 (stereo unspecified) | 106 | 5 | -2.2 | -4 | 12 | 16 | 3 | 0 | 3 | 2
COc1ccc(CC2(CO)CCN(S(=O)(=O)c3c(C)nn(C)c3Cl)CC2)cc1 | 105 | -4 | -0.5 | -4 | 2 | -6 | -1 | 11 | 0 | 5
CCOC(=O)c1c(CSc2ccccc2)n(C)c2cc(Br)c(O)c(CN(C)C)c12 | 98 | 4 | -1.4 | -12 | 7 | -4 | 1 | -7 | -2 | -4
COc1ccc2ccccc2c1/C=N/NC(=O)c1cc(C)[nH]n1 | 104 | 1 | -0.6 | 10 | 3 | 23 | -3 | 32 | 7 | -7
COc1ccc(S(=O)(=O)N2CCCC2CNC(=O)C(=O)Nc2cccc(F)c2)cc1 (stereo unspecified) | 125 | 1 | -1.3 | -1 | 7 | -3 | 3 | 2 | -3 | 2
COCCN(C(=O)CSc1nnc(-c2ccc(C)c(C)c2)o1)c1c(N)n(CC(C)C)c(=O)[nH]c1=O | 102 | 1 | -2.7 | 0 | 14 | -3 | -5 | 0 | 2 | 2
CN1c2ccsc2C(O)=C(C(=S)Nc2ccc(F)c(Cl)c2)S1(=O)=O | 103 | -4 | 0.0 | 6 | 0 | -6 | -3 | 9 | 16 | -2
CCn1cc(CN2CCC(C(=O)Nc3cccc(-c4cccc(OC)c4)c3)CC2)cn1 | 107 | -1 | -3.3 | -3 | 17 | 3 | 0 | -12 | 0 | 4
O=C(NCc1ccc(F)cc1)C1CCCN1C(=O)Nc1ccc(Cl)cc1 (stereo unspecified) | 97 | 0 | -1.2 | 9 | 7 | 0 | 2 | 18 | -1 | 4
CN(C)CC1CCCCC1OC(=O)c1ccc(Cl)cc1 (stereo unspecified) | 113 | 7 | -2.3 | -2 | 12 | -18 | -1 | -1 | -1 | -5
COc1ccc(CCNC(=O)[C@@H](NC(=O)c2ccccc2F)C(C)C)cc1OC | x | -1 | -1.6 | -7 | 7 | -9 | -1 | -9 | -1 | -8
CCOC(=O)c1sc2nc(C)nc(N3CCN(S(=O)(=O)c4ccccc4)CC3)c2c1C | 91 | 2 | -2.3 | -9 | 11 | -9 | 4 | -1 | -6 | -3
COc1ccccc1CN(C(=O)Cc1cccs1)C(C(=O)NC1CCCC1)c1ccncc1 (stereo unspecified) | 106 | 1 | 0.6 | 1 | -4 | -7 | 0 | 4 | -2 | -4
O=C(Nc1ccc2c(c1)C(=O)NC2=O)c1ccc(Cl)s1 | 97 | 4 | 1.2 | -7 | -6 | -11 | 2 | -2 | 2 | -22

Compound activity deposited in PubChem BioAssay by several laboratories.
